# HEK293 NFkB inh = inhibitors of the PMA/ionomycin-induced NF-kB reporter in HEK293 cells; HEK-293 NF-kB luciferase reporter, luminescence; inhibition, % at 3 µM; hit rate 0.21% among 62,000;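 active = inhibition above the mean of all tested compounds plus 3 SD, cut at about 40% in these data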;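 also: 0% = stimulated DMSO wells and 100% = 10 µM reference inhibitor 5653914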
#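 Material: HEK-293 cells with stable firefly luciferase reporter driven by four HIV NF-kB elements / Also added: PMA plus ionomycin mix as NF-kB-activating stimulus / Compound dosing: 3 µM once, 0.30% DMSO / Times: 1 h pretreatment, 16 h stimulation, 37 °C / Signal: luminescence / Evaluation: per-plate % inhibition versus controls / Benchmarks: DMSO and 10 µM reference inhibitor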
# S1P1 ag-PAM = agonists and agonism potentiators of human S1P1 receptor. activation, % at 9.5 µM. S1P1 CRE-bla cells, forskolin, beta-lactamase FRET, potentiator mode; S1P1 agonist co-added at EC20, 2 nM; 100% = saturating reference agonist, 0% = basal. P21453. hit rate 0.57% among 56,000;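 active = activation above a cutoff set at the mean activation of all tested compounds plus 3 SD, cut at about 54% in these data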;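 also: forskolin at 4 µM as EC80 and the EC20 agonist is SEW2871; 100% = SEW2871 at its EC100 plus forskolin at EC80; some compounds past the cut are filed as inactive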
# Target sequence (P21453 whole entry, looked up): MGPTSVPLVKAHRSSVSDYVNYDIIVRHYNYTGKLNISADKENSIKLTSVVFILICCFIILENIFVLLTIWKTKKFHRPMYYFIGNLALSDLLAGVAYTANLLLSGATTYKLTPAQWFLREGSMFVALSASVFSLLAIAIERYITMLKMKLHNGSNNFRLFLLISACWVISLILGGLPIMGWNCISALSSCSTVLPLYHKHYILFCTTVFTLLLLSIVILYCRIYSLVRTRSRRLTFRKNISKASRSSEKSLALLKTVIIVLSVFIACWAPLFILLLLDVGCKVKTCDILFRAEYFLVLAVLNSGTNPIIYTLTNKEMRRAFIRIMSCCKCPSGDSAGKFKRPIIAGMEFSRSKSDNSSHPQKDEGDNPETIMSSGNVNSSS
# 5HT1E ag = agonists of human 5-HT1E serotonin receptor; P28566; CHO 5-HT1E Ga15 NFAT-bla reporter, FRET; 0% DMSO wells, 100% control agonist wells; activation, % at 6 µM; hit rate 0.69% among 65,000;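 active = activation above a set limit, the screen-wide mean activation plus 3 SD, cut at about 8.5% in these data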;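 also: 100% = positive control agonist at 1 µM giving full maximal response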
# Target sequence (P28566 whole entry, looked up): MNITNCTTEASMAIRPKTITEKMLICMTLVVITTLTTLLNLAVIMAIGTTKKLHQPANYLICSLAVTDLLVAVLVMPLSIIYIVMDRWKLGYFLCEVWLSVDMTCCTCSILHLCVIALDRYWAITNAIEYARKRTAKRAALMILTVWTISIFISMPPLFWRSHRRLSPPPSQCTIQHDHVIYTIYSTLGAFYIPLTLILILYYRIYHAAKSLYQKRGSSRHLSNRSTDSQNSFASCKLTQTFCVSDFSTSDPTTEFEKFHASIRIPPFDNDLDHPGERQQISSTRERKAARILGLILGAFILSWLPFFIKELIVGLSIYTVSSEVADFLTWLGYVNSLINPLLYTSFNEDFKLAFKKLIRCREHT
# HTR1E antagonist = antagonists of human 5-HT1E serotonin receptor; hit rate 0.99% among 65,000; AID 571; CHO 5-HT1E Ga15 NFAT-bla reporter, FRET, antagonist; inhibition, % at 6 µM;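 active = inhibition above a set limit, the mean inhibition across every tested compound plus 3 SD, cut at about 29% in these data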;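 also: signal is the 460 over 535 nm emission ratio of beta-lactamase substrate; 0% = agonist plus DMSO wells and 100% = wells without agonist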
# Jurkat tox 60K = cytotoxic compounds reducing Jurkat cell viability | hit rate 1.2% among 56,000 | inhibition, % at 4 µM | Jurkat E6.1 viability, ATP luminescence, 48 h | AID 463;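 active = inhibition above the mean inhibition of all tested compounds plus 3 SD, cut at about 28% in these data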
# Her2 expr inh = lowers expression of human Her2 kinase; P04626; SKBR-3 HER2 protein level, AlphaScreen, 18-24 h; stronger effect = lower value; HER2 level % of control, % at 10 µM; hit rate 0.69% among 65,000; AID 645;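 active = HER2 level under 5% of the carrier-only control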;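 also: 100% = DMSO carrier and 0% = 500 nM PU-H71 HSP90 inhibitor; lower value means stronger loss of Her2 protein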
# S1P3 ag = agonists of human S1P3 receptor | S1P3 NFAT-BLA reporter cells, agonism, FRET ratio; relative to 1 µM S1P, basal subtracted | activation, % at 4.5 µM | hit rate 0.1% among 60,000;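 active = activation above the screen-wide mean plus 3 SD, cut at about 4.5% in these data, passing the limit was not always enough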; also: some compounds called inactive have numbers as strong as hits
#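 Benchmarks: high control 1 µM S1P / System: stable CHO line with human S1P3, Gα16, NFAT-BLA reporter / Dosing: single compound concentration, 4.5 µM final / Timing: 4 h compound at 37 °C, 2 h substrate at RT / Measured by: FRET β-lactamase substrate fluorescence, excitation 405 nm, 460/535 nm emission ratio, background-subtracted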
# M1 ag = M1 muscarinic receptor agonism; B-score at 10 µM; hit rate 3% among 64,000; CHO-M1 cells, Fluo-4 calcium fluorescence, agonist mode; stronger effect = higher value;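 active = fluorescence rise, raw or as B-score row- and column-corrected plate score, outside the 99.7% band of its plate's samples, either direction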
# M1 antag = M1 muscarinic receptor (rat) antagonism | B-score at 10 µM | CHO-M1 cells, Fluo-4 calcium, ACh EC80 antagonist mode; stronger effect = lower value | hit rate 3.4% among 64,000;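 active = calcium fluorescence response, raw or row-and-column corrected B-score, differing from the plate sample mean either way at a set confidence level, mostly lower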
# * marks the source's active call; other numbers are inactive results; . = no result given.
SMILES,HEK293 NFkB inh,S1P1 ag-PAM,5HT1E ag,HTR1E antagonist,Jurkat tox 60K,Her2 expr inh,S1P3 ag,M1 ag,M1 antag
COc1cc2cc(CN(C(=O)Nc3ccccc3)C3CCCC3)c(=O)[nH]c2cc1OC,7,1,-0.5,-10,-1,94,0.2,0.054,0.39
CCN(CC(=O)Nc1ccc2c(c1)OCO2)Cc1nc2ccccc2c(=O)[nH]1,10,-33,0.5,4,0,111,-0.1,1.3,-0.3
CCn1c(C)nc2cc(S(=O)(=O)N3CCCC3)ccc21,17,8,0.1,8,20,116,-1.6,3.8,-1.5
COC(=O)Nc1ccc(S(=O)(=O)N(CCO)CC(F)(F)C(F)F)cc1,4,-21,-0.3,-4,-6,-19*,0.8,0.79,-0.8
Cc1nn2cc(-c3ccc(N)cc3)nc2s1,-26,7,0.7,-8,-8,122,0.7,-0.41,-0.44
C/C(N)=C(/C#N)C(=O)CSc1nnc(-c2ccc(OC(F)F)cc2)o1,-44,25,-0.5,1,6,95,0.0,-1.6,0.38
COc1ccc(OCCC(=O)NCc2ccccc2)cc1,-3,-28,-1.1,-10,0,108,-0.3,0.5,0.00047
CCc1ccccc1NC(=O)C(CC)Sc1nc2cc3c(cc2c(=O)n1Cc1ccco1)OCO3 (centres undefined),10,.,-1.2,-7,.,86,.,-0.02,0.74
CN(C(=O)c1coc(=O)c2ccccc12)c1ccc(F)cc1,-13,-12,-0.7,3,0,94,0.3,-0.13,0.4
COc1cccc(Cn2nnc(C(=O)Nc3ccc(C)cc3)c2N)c1,-8,7,0.4,0,-1,103,0.3,-0.0034,-0.21
Cc1cc(NC(=O)CN2C(=O)CC(c3ccco3)Sc3ccccc32)no1 (centres undefined),4,0,-0.1,1,4,82,-0.7,0.46,-0.28
Cc1ccccc1N=C1NC(=O)CS1,6,10,-0.3,13,5,127,-1.0,0.0083,0.37
CCCCOC(=O)c1ccc(NC(C)=O)cc1,11,-1,0.1,14,3,126,-1.8,0.31,0.42
CC(=O)c1c(C)[nH]c(C(=O)N2c3ccccc3CC2C)c1C (centres undefined),4,-33,0.5,-8,3,96,-0.4,0.41,0.051
O=C1CC2CS(=O)(=O)CC2N1c1ccc(Cl)cc1Cl (centres undefined),1,-10,1.5,-8,-6,111,1.1,0.75,-2.3
COc1ccc2c(c1)CCc1c(C(=O)NCc3cccnc3)noc1-2,11,-1,0.0,-15,3,81,-0.7,0.17,-0.84
CCOC(=O)N1CCN(C(=O)CCNS(=O)(=O)c2cc(Br)cnc2N)CC1,-2,-44,-0.5,-1,-5,105,0.6,1.1,-0.79
Cc1ccc(CCN2CC(C(=O)NCc3ccco3)CC2=O)cc1 (centres undefined),-2,-7,-1.0,-1,0,81,-0.3,-1.2,0.21
COc1cccc(/C(O)=C2/C(=O)C(=O)N(CCCN(C)C)C2c2cccc(Cl)c2)c1 (centres undefined),.,4,0.0,-7,.,105,0.5,-0.25,0.14
CCCC(=O)NCCc1cc2c(C)ccc(C)c2[nH]c1=O,5,-8,1.7,-7,-6,74,-0.2,-0.41,-0.0069
Cc1cc(C)c2[nH]c(=O)c(CN(Cc3ccc4c(c3)OCO4)Cc3nnnn3C3CCCC3)cc2c1,3,-4,-0.2,-11,9,77,0.6,-0.76,-0.25
COc1ccc(N2CCN(CC(=O)Nc3c(C)cc(C)cc3C)CC2)cc1,3,6,1.6,-6,3,94,-1.3,0.75,0.68
CC(=O)Nc1nc(-c2ccc(Br)s2)cs1,14,20,0.1,-5,-2,124,-1.2,0.16,0.54
Cc1cc(C)nc(N2CCC(C(=O)NCc3ccco3)CC2)n1,24,-4,0.8,-6,-1,86,-0.6,-0.44,-0.0076
CCC(C)NC(=O)C(Cc1ccccc1)n1cccc1 (centres undefined),9,-10,-0.1,-16,-3,116,0.0,1.4,-1.2
O=c1[nH]c2ccccc2nc1-c1cccs1,12,-45,5.0,-3,-3,85,1.2,-1,0.43
N#Cc1nc(-c2ccc(Cl)cc2)oc1NCc1ccco1,-3,-19,-0.9,19,7,97,-0.2,0.42,-0.36
CCOC(=O)N1CCN(C(=O)CCN2C(=O)COc3ccccc32)CC1,-9,-22,1.5,-4,3,106,-0.4,-0.75,-0.45
O=C(Cn1cnc2ccccc2c1=O)NCC(=O)N1CCN(Cc2ccc3c(c2)OCO3)CC1,5,-32,0.1,-7,5,96,-0.7,-0.18,0.0056
Cc1c(NCc2nc3ccccc3[nH]2)c(=O)n(-c2ccccc2)n1C,12,.,-0.3,4,.,75,.,-0.53,-0.046
CC(=O)Nc1nc2c(c3c1c(=O)oc1ccccc13)CCCCC2,4,.,-0.1,2,-7,55,-0.2,-0.29,-0.24
CN1CCN(C2=C(Cl)C(=O)N(c3ccc(Cl)cc3)C2=O)CC1,4,-2,0.3,-8,-4,84,-1.0,-0.098,-0.2
COC(=O)c1ccccc1S(=O)(=O)N(Cc1cc2cc3c(cc2[nH]c1=O)OCO3)C1CCCCC1,-8,-29,1.6,-3,-11,68,0.3,-1.7,0.46
CCCSc1nnc2nc(C)cc(C)n12,15,-25,-0.5,5,1,103,-0.9,1.3,1.3
CC(=O)NC(Cc1c[nH]c2ccccc12)C(=O)NCc1ccc2c(c1)OCO2 (centres undefined),14,.,6.8,-16,6,114,-0.7,0.41,0.23
Cc1nc2ccc(NC(=O)C3CCN(S(=O)(=O)c4cccs4)CC3)cc2s1,7,7,-0.4,15,7,85,-1.9,0.058,-0.85
O=C(CCc1ccccc1)n1nc(-c2ccccc2)nc1NCc1ccco1,0,-2,-0.1,-15,-7,114,-0.1,1.5,-0.06
CCOC(=O)c1ccc(CC2S/C(=C(\C#N)C(C)=O)NC2=O)cc1 (centres undefined),.,0,0.3,-8,.,96,-2.8,-0.54,0.41
O=C(O)CCC(=O)N1CCc2cc(S(=O)(=O)NCc3cccs3)ccc21,2,-7,0.1,-7,-2,75,0.4,-0.026,0.47
CCC1C(=O)n2nc(-c3ccccc3)cc2N=C1C (centres undefined),-44,-2,-0.3,0,-8,86,0.4,0.048,-0.0016
O=C(c1cc2n(n1)C(C(F)(F)F)CC(c1ccco1)N2)N1CCc2ccccc2C1 (centres undefined),14,16,-1.2,0,1,88,-0.9,0.66,1.9
COc1cc2c(cc1OC)C(C(=O)N1CCCCC1)C(c1ccccc1F)N(C)C2=O (centres undefined),-2,.,0.5,4,.,173,.,0.25,0.0065
Cc1cccc(OCc2nnc(SCC(=O)N3CCCC3)n2C)c1,8,-8,0.4,0,3,74,-1.1,0.23,-1
COc1ccccc1NC(=O)CCc1nc(-c2cccs2)no1,-2,.,0.2,1,.,37,.,0.051,-0.6
CSC1=C(C#N)C(c2ccccc2Cl)C2=C(CCCC2=O)N1 (centres undefined),2,-4,-0.1,-3,-6,97,-0.4,-0.64,0.79
Cc1cccc(NC(=O)N2CCC(c3nc4ccccc4o3)CC2)c1,6,.,0.1,-7,.,78,.,-0.7,-0.067
CCn1c(SCC(=O)NCc2ccc3c(c2)OCO3)nnc1-c1cccs1,13,.,1.6,-11,-1,88,-0.7,1.1,0.52
Cc1ccc(C)c(NC(=O)c2ccccc2O)c1,-8,-16,-0.2,4,3,94,-0.7,3.3,-0.36
Cc1cc(C)n(-c2ccn(Cc3ccc(Cl)cc3Cl)c(=O)n2)n1,6,-1,-0.2,15,2,96,0.3,-0.74,0.29
Cc1ccc2nc(Nc3nc(C)cc(C(F)(F)F)n3)nc(C)c2c1,12,27,-0.1,5,8,90,0.2,1.7,0.065
CCc1cccc(NC(=O)CN(C)S(=O)(=O)c2cccc3nsnc23)c1,15,2,0.0,4,7,70,0.4,1.4,-0.21
CC(C)N(C(=O)COC(=O)c1ccccc1C(=O)N1CCN(c2ccc(F)cc2)CC1)C(C)C,16,11,-0.2,-3,-2,85,1.6,-0.36,0.11
Cc1ccccc1Nc1nnc(SCC(=O)NC(=O)NCc2ccco2)s1,14,.,-0.5,1,.,116,.,0.41,0.37
O=C(CSc1ccccn1)c1ccc2c(c1)OCO2,-24,-9,-0.4,-13,-2,101,-0.7,0.17,0.17
CCOC(=O)N1CCC(NC(=O)CCC(=O)N2CC(C)Oc3ccc(C)cc32)CC1 (centres undefined),8,-15,-0.7,3,8,67,-1.2,0.3,-0.074
O=C1CS/C(=C\S(=O)(=O)c2ccc(Cl)cc2)N1,8,13,0.1,-12,-11,129,0.2,0.28,-0.14
O=C(c1cc2ccccn2n1)N1CCN(c2ccccn2)CC1,-2,-21,1.4,2,3,88,-0.6,0.79,0.13
COCCCNC(=O)CC(NS(=O)(=O)c1ccc(OC)cc1)c1ccc(OC)cc1 (centres undefined),9,5,0.4,0,-6,117,0.8,0.0007,0.49
CN(C)/C=N/c1c(C#N)nnn1Cc1ccccc1,13,16,-0.3,0,-2,86,-0.5,0.088,0.57
Cc1cc2ccccc2cc1CN1CCOCC1,9,-7,1.2,-8,0,110,0.4,0.1,-0.73
CC(C(=O)O)N1C(=O)c2cccc3cccc1c23 (centres undefined),16,-14,-0.3,-4,2,95,-1.0,0.055,0.1
CCCCOC(=O)Nc1sc2c(c1C(=O)OC)CCC2,2,-7,0.7,3,5,95,-0.3,-0.29,0.0043

# Reformatted as labelled records: entries from further up.
Cc1cc2ccccc2cc1CN1CCOCC1
- HEK293 NFkB inh = 9
- S1P1 ag-PAM = -7
- 5HT1E ag = 1.2
- HTR1E antagonist = -8
- Jurkat tox 60K = 0
- Her2 expr inh = 110
- S1P3 ag = 0.4
- M1 ag = 0.1
- M1 antag = -0.73

CC(C(=O)O)N1C(=O)c2cccc3cccc1c23 (centres undefined)
- HEK293 NFkB inh = 16
- S1P1 ag-PAM = -14
- 5HT1E ag = -0.3
- HTR1E antagonist = -4
- Jurkat tox 60K = 2
- Her2 expr inh = 95
- S1P3 ag = -1.0
- M1 ag = 0.055
- M1 antag = 0.1

# Among those listed so far, these contain a furan ring, fused or not:
SMILES,HEK293 NFkB inh,S1P1 ag-PAM,5HT1E ag,HTR1E antagonist,Jurkat tox 60K,Her2 expr inh,S1P3 ag,M1 ag,M1 antag
CCc1ccccc1NC(=O)C(CC)Sc1nc2cc3c(cc2c(=O)n1Cc1ccco1)OCO3 (centres undefined),10,.,-1.2,-7,.,86,.,-0.02,0.74
Cc1cc(NC(=O)CN2C(=O)CC(c3ccco3)Sc3ccccc32)no1 (centres undefined),4,0,-0.1,1,4,82,-0.7,0.46,-0.28
Cc1ccc(CCN2CC(C(=O)NCc3ccco3)CC2=O)cc1 (centres undefined),-2,-7,-1.0,-1,0,81,-0.3,-1.2,0.21
Cc1cc(C)nc(N2CCC(C(=O)NCc3ccco3)CC2)n1,24,-4,0.8,-6,-1,86,-0.6,-0.44,-0.0076
N#Cc1nc(-c2ccc(Cl)cc2)oc1NCc1ccco1,-3,-19,-0.9,19,7,97,-0.2,0.42,-0.36
O=C(CCc1ccccc1)n1nc(-c2ccccc2)nc1NCc1ccco1,0,-2,-0.1,-15,-7,114,-0.1,1.5,-0.06
O=C(c1cc2n(n1)C(C(F)(F)F)CC(c1ccco1)N2)N1CCc2ccccc2C1 (centres undefined),14,16,-1.2,0,1,88,-0.9,0.66,1.9
Cc1ccccc1Nc1nnc(SCC(=O)NC(=O)NCc2ccco2)s1,14,.,-0.5,1,.,116,.,0.41,0.37

# Screening data deposited in PubChem BioAssay by several laboratories.
